NadD block = blocks S. aureus nicotinate mononucleotide adenylyltransferase. purified NadD enzyme, colorimetric absorbance read-out. inhibition, % at 20 µM. 360,000 compounds, 0.78% hits; in the data active means inhibition above about 26%; further: some compounds past the cut are filed as inactive
Scp1 inh = blocks human Scp-1 phosphatase activity; Recombinant Scp1, phosphopeptide, malachite green phosphate absorbance; 340,000 compounds, 0.88% hits; inhibition, % at 20 µM; Q9GZU7; AID 493091;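 active means inhibition above about 50% at 20 µM, limit read from the data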;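 further: plate controls were DMSO wells with enzyme for no effect and wells lacking enzyme for full effect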
Target sequence (Q9GZU7 76-261 limits assumed): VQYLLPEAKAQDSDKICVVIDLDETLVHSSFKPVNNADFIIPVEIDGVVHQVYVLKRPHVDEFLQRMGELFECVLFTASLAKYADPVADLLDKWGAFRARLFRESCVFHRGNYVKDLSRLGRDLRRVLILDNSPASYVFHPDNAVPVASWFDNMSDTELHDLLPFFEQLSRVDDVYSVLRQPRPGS
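Assay system: SCP-1 catalytic fragment, aa 76-261 | Buffer or medium: Tris acetate buffer pH 5.5 with MgCl2 and Tween-20 | Compound: One concentration, 20 µM, with 1.0% DMSO | Also added: Phospho 17-mer peptide substrate | Signal: Absorbance at 630 nm | Incubation: 45 min enzyme reaction at room temperature | Measure: % inhibition of SCP-1 phosphate liberation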
Neddylation inh = inhibitors of human cullin neddylation; 360,000 compounds, 0.58% hits; P61081+Q13564; TR-FRET cullin neddylation, biochemical; calls only at 25 µM; in the data active means inhibition above about 36%
SUMO1-SIM PPI = SUMO1-SIM interaction modulation; P63165; SUMO1 binding to a labelled peptide, TR-FRET, 1 h; inhibition, % at 20 µM; 360,000 compounds, 0.33% hits; in the data active means inhibition above about 37%
Target sequence (P63165 whole entry, looked up): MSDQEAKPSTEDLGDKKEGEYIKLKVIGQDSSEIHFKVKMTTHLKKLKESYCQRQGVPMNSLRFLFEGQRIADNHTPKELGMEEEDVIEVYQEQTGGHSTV
CendR NRP1 mod = alters CendR peptide binding to human NRP-1 | 360,000 compounds, 0.85% hits | O14786 | inhibition, % at 25 µM | FAM-RPARPAR peptide binding to NRP-1, fluorescence polarization;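 active means inhibition or corrected inhibition above about 18%, plus a signal ratio from 0.5 to 1.5, limit read from the data, passing the limit was not always enough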; further: strong numbers were not always called active
Tb MetRS inh = blocks T. brucei methionyl-tRNA synthetase activity. purified T. brucei MetRS, ATP depletion, Kinase-Glo luminescence. inhibition, % at 11.9 µM. 360,000 compounds, 0.4% hits;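 active means inhibition above a per-plate cutoff of the control wells' mean inhibition plus 3 SD, cut at about 5.5% in these data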;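 further: 0% = DMSO wells median and 100% = median of wells with control inhibitor compound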
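Material: parasite MetRS enzyme / Replication: singlicate, one well per compound / Signal: luminescence of leftover ATP / Schedule: 2 h aminoacylation at 25 °C after 15 min preincubation / Medium: HEPES-MgCl2-KCl buffer plus DTT, spermine, BSA, pyrophosphatase / Doses: 11.9 µM single point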
LMPTP block = LMPTP (human) inhibition; P24666; recombinant LMPTP-A, OMFP fluorogenic substrate, fluorescence intensity; inhibition, % at 20 µM; 360,000 compounds, 0.22% hits; AID 651560;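 active means compounds that cut the enzyme signal by at least half of the control window in the single-dose screen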;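 further: plate controls were DMSO wells with enzyme plus substrate for no effect and substrate without enzyme for full effect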
Target sequence (P24666 whole entry, looked up): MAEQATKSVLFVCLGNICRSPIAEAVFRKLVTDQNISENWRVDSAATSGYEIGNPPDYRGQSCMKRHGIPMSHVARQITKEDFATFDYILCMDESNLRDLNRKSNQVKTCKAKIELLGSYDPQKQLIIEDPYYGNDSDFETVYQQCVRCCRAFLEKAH
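Buffer or medium: Bis-Tris pH 6.0, DTT, detergent; Assay system: LMPTP-A enzyme; Quantity: 0.625 nM enzyme; Detection: endpoint fluorescence intensity; Times: 50 min dark incubation at room temperature; Controls: substrate-only low control, DMSO enzyme-plus-substrate high control; Doses: single 20 µM dose; Read-out: percent inhibition versus substrate-only and uninhibited controls; Reagent: 400 µM OMFP.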
STEP block = inhibitors of human striatal-enriched phosphatase STEP | P54829 | recombinant STEP, OMFP fluorogenic substrate, fluorescence | inhibition, % at 20 µM | 360,000 compounds, 0.25% hits | AID 588621;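 active means inhibition at 20 µM, scaled per plate between control wells, above about 37%, limit read from the data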;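 further: 0% = DMSO with enzyme and substrate and 100% = substrate only without enzyme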
Target sequence (P54829 whole entry, looked up): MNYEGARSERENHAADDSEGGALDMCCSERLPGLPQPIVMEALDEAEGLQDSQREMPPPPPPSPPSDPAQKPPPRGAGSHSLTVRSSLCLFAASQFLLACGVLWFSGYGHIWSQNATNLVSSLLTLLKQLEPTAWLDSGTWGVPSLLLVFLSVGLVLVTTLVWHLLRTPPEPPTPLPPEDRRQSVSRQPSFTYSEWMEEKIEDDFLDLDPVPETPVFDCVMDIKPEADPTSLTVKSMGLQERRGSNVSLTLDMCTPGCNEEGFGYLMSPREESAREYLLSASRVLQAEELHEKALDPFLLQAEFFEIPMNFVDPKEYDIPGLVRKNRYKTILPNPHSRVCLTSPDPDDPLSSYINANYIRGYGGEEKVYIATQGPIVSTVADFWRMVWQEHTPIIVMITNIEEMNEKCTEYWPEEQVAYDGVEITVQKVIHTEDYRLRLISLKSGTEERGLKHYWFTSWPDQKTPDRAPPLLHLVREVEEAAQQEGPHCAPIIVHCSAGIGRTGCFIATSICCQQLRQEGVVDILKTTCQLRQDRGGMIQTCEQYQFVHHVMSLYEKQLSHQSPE
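System: STEP phosphatase, cell-free reaction; Buffer or medium: Bis-Tris pH 6.0 buffer with DTT, detergent; Incubation: 20 min at room temperature, dark; Measured by: fluorescence, 480/540 nm.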
SKN-1 inh = inhibitors of C. elegans SKN-1. 360,000 compounds, 0.49% hits. C. elegans VP596 Pgst-4::GFP/RFP ratio, acrylamide-induced, 24 h. inhibition, % at 21.8 µM;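 active means interference check ratio from 0.5 to 1.5 plus GFP to RFP signal ratio inhibition reaching or exceeding a fixed threshold, cut at about 30% in these data, passing the limit was not always enough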; further: some compounds called inactive have numbers as strong as hits
DNMT1 block = DNMT1 (human) enzyme inhibition | P26358 | DNMT1 molecular beacon, Hinp1I cleavage, fluorescence | inhibition (reported as % activation of signal), % at 10 µM | 360,000 compounds, 0.83% hits; in the data active means inhibition above about 50%
Numbers without * were called inactive; i = inactive; . = not tested or not shown.

SMILES,NadD block,SKN-1 inh,Scp1 inh,CendR NRP1 mod,SUMO1-SIM PPI,STEP block,Tb MetRS inh,LMPTP block,Neddylation inh,DNMT1 block
Nc1nonc1-n1nnc(C(=O)c2ccccc2)c1-c1ccccc1,-2.7,-0.7,-10.4,5.7,-3.7,-1.1,-1.5,-0.1,i,-4.7
CCOC(=O)c1c(C)[nH]c(C(=O)COC(=O)Cn2cc(C(F)(F)F)ccc2=O)c1C,-1.2,2.3,-7.6,-10.9,25.1,6.7,0.5,-0.6,i,4.6
O=C(c1ccccc1)N1N=C(c2ccccc2)CC1c1ccccc1O (centres undefined),1.1,-4.5,-11.8,-3.6,-2.3,0.1,-0.2,0.7,i,7.5
CCN(CC(=O)Nc1ccc(NC(C)=O)cc1)C(=O)c1c(C)nn(Cc2ccc(C)cc2)c1Cl,-5.2,-11.5,-5.7,14.1,0.7,-0.7,-0.5,-0.3,i,4.3
CC(=O)NC(=S)Nc1cccc([N+](=O)[O-])c1,-3.1,13.4,0.9,7.6,-16.6,-1.9,-0.8,0.6,i,0.9
CCOC(=O)c1cn2nc(Oc3ccc(C(=O)OC)cc3)ccc2n1,-3.0,-5.3,-3.6,5.7,4.0,0.2,-0.2,-0.8,.,1.1
O=C(CC1Oc2ccccc2NC1=O)NC1CC1 (centres undefined),4.6,-7.3,.,-17.0,0.3,1.5,-0.3,-0.1,i,96.5*
CC(Oc1ccccc1)C(=O)Nc1cccc(F)c1 (centres undefined),-3.7,-6.6,3.4,8.2,6.0,2.5,-0.9,-0.7,i,0.8

SMILES,NadD block,SKN-1 inh,Scp1 inh,CendR NRP1 mod,SUMO1-SIM PPI,STEP block,Tb MetRS inh,LMPTP block,Neddylation inh,DNMT1 block
CCCCn1c(N)c(N(CCOC)C(=O)c2ccc(OCc3c(C)noc3C)cc2)c(=O)[nH]c1=O,1.5,7.5,-5.5,9.8,-2.5,-0.7,-0.3,0.1,i,4.1
CCN(CC)S(=O)(=O)c1ccc(NC(=O)c2cnc(C)cn2)cc1,-3.0,5.7,-3.7,6.1,6.1,-0.5,-0.2,-1.0,i,-2.0
Cc1ccccc1-n1c(Cn2c(=O)sc3ccccc32)nnc1SCC(=O)NCC1CCCO1 (centres undefined),-0.6,8.0,-4.2,-2.7,3.0,2.4,1.6,-1.9,i,-0.8
COc1ccc(CNC(=O)CSc2nnc(Cn3nnc4ccccc43)n2C)cc1,2.4,17.1,-2.5,-21.4,-3.5,-3.5,0.0,-0.4,i,0.7
O=C(Nc1ccc2c(c1)OCCO2)c1cc2ccccc2o1,-6.7,10.6,-7.0,-6.4,-0.5,0.9,-0.2,0.1,i,2.3
CCCCSCCCNC(=O)CS(=O)Cc1nc(-c2cccc(C)c2)oc1C (centres undefined),1.8,-1.7,-9.0,5.9,0.7,1.8,0.1,0.2,i,-0.5
CC(C)Oc1ccc(C(=O)OCC(=O)NC2CCCCCC2)cc1,0.7,11.9,-6.5,2.6,4.6,1.6,0.1,1.4,i,-0.6
CC(=O)c1cccc(N2C(=NC(=O)C3CCCCC3)SC3CS(=O)(=O)CC32)c1 (centres undefined),6.0,26.5,-5.5,3.7,-0.4,0.9,-0.2,0.2,i,0.8

Part of the list above, with each value named:
CC(C)Oc1ccc(C(=O)OCC(=O)NC2CCCCCC2)cc1
- NadD block = 0.7
- SKN-1 inh = 11.9
- Scp1 inh = -6.5
- CendR NRP1 mod = 2.6
- SUMO1-SIM PPI = 4.6
- STEP block = 1.6
- Tb MetRS inh = 0.1
- LMPTP block = 1.4
- Neddylation inh = i
- DNMT1 block = -0.6
CC(=O)c1cccc(N2C(=NC(=O)C3CCCCC3)SC3CS(=O)(=O)CC32)c1 (centres undefined)
- NadD block = 6.0
- SKN-1 inh = 26.5
- Scp1 inh = -5.5
- CendR NRP1 mod = 3.7
- SUMO1-SIM PPI = -0.4
- STEP block = 0.9
- Tb MetRS inh = -0.2
- LMPTP block = 0.2
- Neddylation inh = i
- DNMT1 block = 0.8

Exported as labelled records: three of the compounds above
> COc1ccc(CNC(=O)CSc2nnc(Cn3nnc4ccccc43)n2C)cc1
  NadD block = 2.4 | SKN-1 inh = 17.1 | Scp1 inh = -2.5 | CendR NRP1 mod = -21.4 | SUMO1-SIM PPI = -3.5 | STEP block = -3.5 | Tb MetRS inh = 0.0 | LMPTP block = -0.4 | Neddylation inh = i | DNMT1 block = 0.7

> O=C(Nc1ccc2c(c1)OCCO2)c1cc2ccccc2o1
  NadD block = -6.7 | SKN-1 inh = 10.6 | Scp1 inh = -7.0 | CendR NRP1 mod = -6.4 | SUMO1-SIM PPI = -0.5 | STEP block = 0.9 | Tb MetRS inh = -0.2 | LMPTP block = 0.1 | Neddylation inh = i | DNMT1 block = 2.3

> CCCCSCCCNC(=O)CS(=O)Cc1nc(-c2cccc(C)c2)oc1C (centres undefined)
  NadD block = 1.8 | SKN-1 inh = -1.7 | Scp1 inh = -9.0 | CendR NRP1 mod = 5.9 | SUMO1-SIM PPI = 0.7 | STEP block = 1.8 | Tb MetRS inh = 0.1 | LMPTP block = 0.2 | Neddylation inh = i | DNMT1 block = -0.5

Later entries.
SMILES,NadD block,SKN-1 inh,Scp1 inh,CendR NRP1 mod,SUMO1-SIM PPI,STEP block,Tb MetRS inh,LMPTP block,Neddylation inh,DNMT1 block
CC(C)N(Cc1nc(-c2ccccc2)no1)C(=O)Cc1ccccc1,-5.1,-10.4,-20.0,9.4,-0.2,-1.8,2.7,-0.1,i,-3.2
CN(c1ccc(OCC(=O)OCC(=O)Nc2ccc(F)cc2)cc1)S(=O)(=O)c1ccc(Cl)cc1,-7.5,5.2,-9.0,-6.3,-0.2,-0.1,0.8,2.7,i,-10.6
CC(=O)Nc1ncc(N=Nc2cccc(C(F)(F)F)c2)s1,5.2,12.6,6.6,4.7,23.6,0.0,-0.8,0.5,i,-5.1
Cc1c(C(=S)Nc2ccccc2)cnn1-c1ccccc1,-3.8,7.3,-7.6,-7.6,-1.0,-1.1,-0.3,0.2,i,1.8
COc1ccc(NC(=O)c2ccc(C)cc2)c(OC)c1,6.1,-8.8,-7.9,3.3,2.0,2.6,-1.2,-1.6,i,-1.6
COc1ccc(CN2CCC(Cc3ccccc3)CC2)c(C)c1C,0.7,12.6,0.3,0.5,5.5,-0.9,1.0,-2.3,i,1.7
CC(C)NC(=O)C1CCCN(S(=O)(=O)c2ccc(-n3cnnn3)cc2)C1 (centres undefined),1.9,13.2,2.1,3.9,1.6,1.1,-1.9,-0.7,i,-0.8
COc1ccc(C2(C(=O)NCc3ccccc3Cl)CCOCC2)cc1OC,-0.6,12.7,1.2,3.6,3.0,-0.5,-0.5,1.1,i,4.8

SMILES,NadD block,SKN-1 inh,Scp1 inh,CendR NRP1 mod,SUMO1-SIM PPI,STEP block,Tb MetRS inh,LMPTP block,Neddylation inh,DNMT1 block
CC1CCN(C(=O)COc2ccc(S(=O)(=O)N3CCOCC3)cc2)CC1,0.3,17.0,-0.6,1.0,0.2,2.5,-0.4,-0.3,i,0.5
CSC1=C(C#N)C(c2ccccc2Cl)C(C(C)=O)=C(C)N1 (centres undefined),0.1,15.0,14.7,3.1,-16.1,-0.6,-0.4,1.2,i,-0.7
[N-]=[N+]=NCCN1CCN(Cc2ccccc2)CCC1=O,4.3,5.0,-3.5,9.7,-0.3,0.7,-0.3,-2.2,i,-0.5
N/C(=N\OC(=O)c1ccc(Br)o1)c1ccccn1,-1.5,15.0,0.6,-6.8,-0.8,-2.0,-0.1,-1.1,i,1.1
Cc1ccc(-c2csc(NC(=O)N3CCOCC3)n2)cc1,-2.3,8.5,-9.0,8.1,-2.1,1.0,-0.3,0.1,i,2.9
CCc1nnc(NC(=O)Cc2ccc(OC)c(S(=O)(=O)N3CCOCC3)c2)s1,9.5,5.3,.,3.7,0.8,-1.3,-0.1,-0.8,i,1.1
CCOC(=O)c1c(NC(=O)C2C3C=CC(C3)C2C(=O)O)sc2c1CC(C)CC2 (centres undefined),10.3,1.2,-0.6,8.4,0.0,1.3,-0.7,1.6,i,2.5
Cn1nnnc1SCC(=O)Nc1ccccc1Cc1ccccc1,9.4,11.3,-4.8,2.0,4.1,-0.2,-0.3,0.1,i,1.4

SMILES,NadD block,SKN-1 inh,Scp1 inh,CendR NRP1 mod,SUMO1-SIM PPI,STEP block,Tb MetRS inh,LMPTP block,Neddylation inh,DNMT1 block
COc1ccc(-c2cc(-c3ccccc3)nc(SCC(=O)Nc3nccs3)c2C#N)cc1,20.6,6.5,0.3,-26.7,2.5,5.8,-0.6,13.9,i,-0.1
Cc1ncc(CO)c2cc(C(N)=O)c(=Nc3ccccc3)oc12,-2.0,4.9,-4.3,7.6,-23.6,-3.9,-1.0,-0.3,i,-0.3
Cc1ccc(C)c(Cn2c(CO)nc3ccccc32)c1,-2.9,15.8,-11.2,4.1,-2.8,-0.6,-0.8,-1.0,i,-0.9
COCC1CCCCN1C(=O)c1ccc(OC2CCN(Cc3ccccn3)CC2)cc1 (centres undefined),3.5,-4.4,-7.2,6.6,-1.0,-0.4,0.1,-0.2,i,1.9
Cc1ccc(C(=O)N2CCCC(CCC(=O)N3CCN(c4ccccn4)CC3)C2)cc1C (centres undefined),-1.8,-7.1,-4.7,8.9,-1.6,2.0,0.3,-1.0,i,0.9
Cc1cc(C)cc(N2CC(C(=O)O)CC2=O)c1 (centres undefined),-2.1,8.2,-5.6,-5.2,-0.2,-0.8,-0.9,-2.7,i,2.0
COC(=O)C(Cc1ccccc1)NC(=O)CSc1nc(N)cc(=O)[nH]1 (centres undefined),2.8,4.3,-8.1,1.2,0.1,-0.8,-1.2,-0.6,i,-0.7
CCC(=O)N(C)C[C@H]1Oc2cc(-c3cccnc3)ccc2S(=O)(=O)N([C@H](C)CO)C[C@H]1C,5.9,4.3,.,3.7,-2.0,-1.2,-0.9,-2.3,i,2.9
CC(=O)Oc1ccc(C(=O)Nc2cc(NC(=O)c3ccc(OC(C)=O)cc3)cc(C(=O)NC(C)(C)C)c2)cc1,6.4,0.7,-7.3,0.7,13.8,0.4,0.0,-0.9,i,-12.1
O=C1CCCC(=O)N1c1ccc(O)cc1,-1.8,4.1,6.4,-1.2,-3.0,-3.5,-1.1,-0.3,i,1.6
CSc1ccccc1OCc1cc(C(=O)NCCC2=CCCCC2)no1,23.3,12.7,-4.8,1.7,-1.6,3.6,-0.2,1.4,i,-0.9
